GPR151 ag: human GPR151 activation; PathHunter beta-arrestin GPR151 cells, luminescence; activation, % at 11.2 µM; Q8TDV0; hit rate 1% among 650,000; in the data active = activation above about 4.9%;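 note: 0% = median of compound wells and 100% = cells with positive control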
Target sequence (Q8TDV0 whole entry, looked up): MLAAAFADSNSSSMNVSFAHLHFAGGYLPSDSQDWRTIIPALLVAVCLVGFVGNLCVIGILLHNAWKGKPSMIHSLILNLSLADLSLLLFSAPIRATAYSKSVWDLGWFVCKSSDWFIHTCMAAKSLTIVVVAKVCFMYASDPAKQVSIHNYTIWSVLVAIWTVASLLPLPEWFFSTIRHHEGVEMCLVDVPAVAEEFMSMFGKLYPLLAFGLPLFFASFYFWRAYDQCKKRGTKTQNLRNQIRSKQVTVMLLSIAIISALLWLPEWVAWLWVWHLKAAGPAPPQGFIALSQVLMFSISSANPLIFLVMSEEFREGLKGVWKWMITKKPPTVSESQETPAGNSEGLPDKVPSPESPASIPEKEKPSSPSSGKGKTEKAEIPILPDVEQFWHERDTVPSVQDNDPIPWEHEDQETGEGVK
TEAD-YAP block: TEAD-YAP interaction inhibition; HEK-TIYL cells, TEAD-Gal4/YAP UAS-luciferase luminescence; inhibition, % at 9.12 µM; hit rate 1.4% among 640,000; AID 1259422; in the data active = inhibition above about 32%;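 note: 0% = median of test compound wells and 100% = reference inhibitor wells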
MITF inh: blocks human microphthalmia-associated transcription factor; O75030; AlphaScreen MITF homodimerization, bead proximity signal; inhibition, % at 2.6 µM; hit rate 0.91% among 650,000; in the data active = inhibition above about 50%;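 note: 0% = vehicle wells with protein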
FBW7 act: activators of human E3 ligase FBW7; AlphaScreen FBW7–phospho-cyclin E peptide binding, activator screen; normalized activity (activation), % at 26.1 µM; hit rate 0.13% among 650,000; AID 1259310; in the data active = normalized activity above about 1.9%;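 note: purified mutant Fbw7 with reduced substrate affinity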
An asterisk follows results filed as active; & = joins results of further samples.

smiles,GPR151 ag,TEAD-YAP block,MITF inh,FBW7 act
COc1ccc(-c2ccc(=O)n(CC(=O)Nc3cc(Cl)ccc3OC)n2)cc1,0.4,11.7,5.9,0.0
O=C(Cn1cncn1)N/N=C/c1cc(Br)ccc1O,-0.6,16.7,57.2*,-1.3
O=C(O)CCc1ccc(-c2cnc(N3CCOCC3)c3nccn23)cc1,0.3,20.9,-25.9,-0.5
COc1cc(CNC(=O)c2cc(-c3ccc(F)cc3)c[nH]2)cc(OC)c1OC,-1.1,1.3,5.5,-0.2
CC(/C=C/c1ccccc1F)=N\NC(=O)c1ccc(Cl)cc1,-0.2,-16.0,0.7,0.7
c1coc(-c2nc3c4c5c(sc4ncn3n2)CCCC5)c1,-1.0,3.0,-7.5,0.0
NC(=O)C1CCN(C(=O)NC2CC(=O)N(c3cccc(F)c3)C2)CC1 (stereo not given),3.8,2.6,-3.8,0.0
Cc1ccsc1/C=N/Nc1ncnc2nc[nH]c12,-5.3,-7.2,2.7,-0.6
Cc1ccc(S(=O)(=O)N(C)CC(=O)O/N=C(\N)c2ccc(Cl)cc2)cc1,1.6,-4.8,-24.8,-0.3
CCN(CCCNC(=O)CCC(=O)N1CCOc2ccc(Cl)cc21)Cc1ccccc1,-0.7,7.4,12.0,0.1
Cc1ccc(-c2nc(-c3ccc(-c4ccccc4)cc3)c(-c3ccc(-c4ccccc4)cc3)[nH]2)cc1,-1.1,-5.4,24.4,0.5
CCN(CC)c1nc(Nc2ccc(NC(C)=O)cc2)nc(N2CCN(c3ccccn3)CC2)n1,-1.2,-1.0,-7.6,-0.1
CCCCSCCCNC(=O)CN1C(=O)/C(=C\c2ccccc2)Oc2ccccc21,-0.5,-8.8,-0.5,0.7
Cc1ccc(CNC(=O)CC2C(=O)NCCN2CC2CCCCC2)s1 (stereo not given),-3.0,0.2,-8.1,-0.3
CCN(CC)C(=S)SCC(=O)Nc1ccc(F)cc1,1.5,-7.2,-6.3,0.0
CCSc1nnc(-c2cccnc2)n1Cc1ccccc1,-0.3,-1.7,9.9,0.0
O=C(Oc1coc(CSc2ncccn2)cc1=O)c1cccc([N+](=O)[O-])c1,-2.4,-3.3,3.4,-0.5
COc1ccc(Cl)cc1NC(=O)Nc1nnc(Cc2ccc(F)cc2)o1,-1.7,-0.7,7.3,0.8
O=C(NC1CCS(=O)(=O)C1)c1cnccn1 (stereo not given),1.3,2.4,-3.8,0.2
O=C(Nc1ccc([N+](=O)[O-])cc1)Nc1cccc(C(=O)O)c1,0.1,-2.8,6.5,0.7
CCCc1cc(C(=O)Nc2sc(C)c(CC)c2C(N)=O)cs1,9.1*,-28.3,22.8,0.9
CC(C)c1nc(C#N)c(N/N=C/c2ccccc2)o1,-1.4,-49.1,-1.5,-0.1
Cc1ccc2c(c1)N(CCCC(=O)N1CCCCC1)C(=O)CO2,-0.6,6.5,7.9,0.5
CCOC(=O)c1cnc(SC2CC(=O)N(c3cccc(OC)c3)C2=O)nc1N (stereo not given),1.0,-1.5,6.2,0.0
CCOc1ccc(CN2CCNC(=O)C2CC(=O)N(C)Cc2cc(C3CC3)n[nH]2)cc1 (stereo not given),0.3,2.7,3.8,0.0

More records:
smiles,GPR151 ag,TEAD-YAP block,MITF inh,FBW7 act
NS(=O)(=O)c1ccc(NC(=O)CSC2=N/C(=C/c3ccco3)C(=O)N2c2ccccc2)cc1,-1.6,8.1,5.4,0.2
Fc1ccc(-n2cc(-c3ccccc3)c3c(NCc4cccc(Cl)c4)ncnc32)cc1,1.2,-15.1,-8.7,-0.2
CCOc1ccc2nc(C)cc(Nc3ccc(N4CCOCC4)cc3)c2c1,-0.7,2.4,14.9,0.0
CC(=O)c1ccc(OCC(=O)Nc2ccccc2-c2ccccc2)cc1,0.2,-4.8,-3.9,0.1
COc1cc(/C=C2\SC(=S)N(C)C2=O)cc(OC)c1,0.4,1.2,2.5,0.1
O=C(O)/C=C\C(=O)Nc1cccc(F)c1,-1.0,9.2,-3.5,0.1
COC(=O)[C@H](Cc1ccccc1)NC(=O)c1cc(Cc2ccc3c(c2)OCO3)no1,1.6,-21.2,2.0,0.2
CC(C)CC1=NN2C(=N)/C(=C/c3ccc(-c4ccccc4)o3)C(=O)N=C2S1,0.8,1.7,17.0,0.0
O=C(NCc1ccccc1)Nc1ccc(-c2cn[nH]c2)cc1F,0.2,-20.9,2.2,0.6
O=C(NCc1ccccn1)c1cccc(-n2c(=S)[nH]c3cc(Cl)ccc3c2=O)c1,0.1,12.9,8.0,-0.5
COc1cc2c(cc1OC)C(c1ccccc1C(F)(F)F)N(C(C)=O)CC2 (stereo not given),0.6,-17.2,9.9,0.0
O=C(CSc1nnc(-c2ccccc2)n1Cc1ccccc1)c1cccs1,-0.5,-4.7,0.8,0.0
NC(=O)c1ccccc1NC(=O)c1ccco1,-0.5,9.5,-1.6,0.5
CCOC(=O)C1CCCN(C(=O)c2cc(Sc3ccc(Cl)cc3)nc3ccccc23)C1 (stereo not given),-1.0,3.7,2.9,0.0
O=C(COc1cccc(C(F)(F)F)c1)Nc1ccc(S(=O)(=O)N2CCCC2)cc1,-0.2,15.3,8.7,0.0
O=S(=O)(NCCSC1CCCCC1)c1ccc(Cl)cc1,-0.8,-10.5,-7.2,0.5
O=C(CS(=O)(=O)Cc1ccccc1)N1CCN(C(=O)c2ccco2)CC1,-0.9,-1.3,0.3,-0.1
CCN1C(=O)C(C)(C)COc2ccc(NS(=O)(=O)c3ccc(Br)cc3)cc21,2.2,-11.0,-3.2,0.3
N#Cc1sc(NCc2ccccn2)nc1Cl,-0.9,4.4,-8.4,0.0
Cc1ccccc1NC(=O)CNC(=O)OCc1ccccc1,0.8,-3.8,-1.1,0.0
N#CCOc1ccccc1/C=C1/SC(=S)NC1=O,0.3,6.2,11.2,-0.1
Cc1nnc(SCCc2ccccc2)[nH]c1=O,1.8&-0.5,-2.4&-4.0,-4.1&-10.9,-0.1&0.1
CCCn1c(=N)c(C(=O)NCc2ccccc2)cc2c(=O)n3cccc(C)c3nc21,-0.5,10.7,11.4,-0.1
CCOC(=O)c1c(NC(=O)CN2CCN(c3ccccc3)CC2)sc(C(C)=O)c1C,0.2,-5.9,-10.4,0.1
Cc1cc(OC(=O)c2ccccc2F)c([N+](=O)[O-])c(=O)[nH]1,1.3,1.8,11.9,0.0

Going on with the list.
smiles,GPR151 ag,TEAD-YAP block,MITF inh,FBW7 act
O=C(CCc1ccccn1)N1CCCC(CNS(=O)(=O)c2cccs2)C1 (stereo not given),0.3,9.3,1.5,-0.1
O=C(O)Cn1cnc2sc3c(c2c1=O)CCC3,-1.1,0.7,29.7,-1.2
CC(C)CCN1C(=O)CCC1(C)C(=O)NC1CCCCCCC1 (stereo not given),-2.2,3.3,13.5,0.1
CC(N/C=C1\C(=O)C2(C)CCC1C2(C)C)c1ccccc1 (stereo not given),-0.6,-7.9,7.0,-0.3
Cc1ccc(NC(=O)c2ccc(N3C(=O)C4CC=C(Cl)CC4C3=O)cc2)cc1 (stereo not given),1.8,-4.2,-4.4,-0.1
O=C(OCC(=O)N1CCc2ccccc21)c1ccccc1,-1.0,0.8,19.6,0.1
COc1ccc(CN2CCNC(=O)C2CC(=O)NCCc2ccccc2)c(F)c1 (stereo not given),-1.8,4.4,5.4,0.2
Cc1ccc2nc(SCCN3CCCCC3)nc(=O)n2c1,-1.4,-3.5,-4.5,0.1
O=C(c1ccccc1)c1ccc(NC(=O)c2ccccc2C(=O)O)cc1,-1.5,-3.8,15.6,-0.1
Cc1nc(NC(=O)/C=C/c2c(Cl)cccc2Cl)sc1C,2.1,-33.0,-2.7,0.0
O=C(OCc1ccc([N+](=O)[O-])cc1)C1CCN(S(=O)(=O)c2cccc3cccnc23)CC1,0.8,3.8,-9.8,-0.2
Cc1nc2c(C(=O)NCc3ccco3)cnn2c(C)c1Cc1ccccc1F,0.6,8.9,7.0,0.1
O=C(NC1CCCC1)c1ncoc1-c1ccccc1C(F)(F)F,-1.0,-6.2,-14.5,0.1
Cc1ccc(-n2nc3c(c2NC(=O)c2ccco2)CS(=O)(=O)C3)cc1,-3.3,12.5,8.8,0.8
Cc1ccccc1-c1ocnc1C(=O)N1CCCC(C(N)=O)C1 (stereo not given),0.5,-7.6,-3.9,-0.1
COCCn1nnnc1C(c1ccc(OC)c(OC)c1)N1CCCCCC1 (stereo not given),0.0,6.2,42.9,-0.1
Cc1ccc(NS(=O)(=O)c2cc(C(=O)NC3CCCC3)ccc2C)cc1,1.2,-2.9,1.0,-0.2
COCCN1C(=O)c2ccc(C(=O)Nc3ccc(O)c(C(=O)O)c3)cc2C1=O,-8.1,-3.8,16.6,0.1
O=S(=O)(c1ccc(Cl)cc1)N1CCN(Cc2c[nH]c3ccccc23)CC1,1.1,3.8,3.5,0.1
Cc1ccc(NC(=O)C2C3C=CC(O3)C2C(=O)O)cc1[N+](=O)[O-] (stereo not given),0.5,-5.7,6.7,0.2
CCOC(=O)C(C#N)C(c1ccc(OC)cc1)C1CCOC(C)(C)C1 (stereo not given),-0.2,-2.9,-7.3,-0.2
CCOC(=O)CCn1c(=O)c2c(nc3n(CC)c(C)cn23)n(C)c1=O,0.0,1.8,-0.4,0.9
O=C1c2cccc3cccc(c23)C(=O)N1CCN1CCN(C(=S)Nc2ccc(Cl)cc2F)CC1,1.1,0.3,15.8,0.2
CC1=NN(c2cccc(F)c2)C(=O)/C1=C\c1ccc(N(C)C)cc1,2.4,-1.1,-3.7,-0.1
